UPR CHOP act: apoptotic UPR (CHOP) activation | 330,000 tested, 0.34% active | AID 449763 | activation, % at 10 µM | CHO-CHOP luciferase reporter, luminescence; percent of tunicamycin response over DMSO baseline;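 active = at 10 µM dose, activation of 40% or more, normalized to positive control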;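 note: 100% = tunicamycin at 10 µg/mL and 0% = DMSO alone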
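measured by = luciferase luminescence | assay system = CHO-CHOP cells, stable luciferase reporter of PERK-eIF2a-CHOP signalling | amount = 500 reporter cells seeded per well | timing = 6 h compound exposure at 37 °C after overnight seeding | controls = positive tunicamycin 10 µg/mL, negative DMSO alone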
APJ ag: APJ receptor agonism; P35414; CHO-K1 APJ PathHunter beta-arrestin, luminescence; 0% DMSO wells, 100% apelin; activation, % at 20 µM; 330,000 tested, 0.11% active; AID 2520;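 active = activation more than six SD over the plate average, tested at 20 µM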;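 note: 0% = DMSO alone and 100% = apelin-13 at 10 nM; some results filed as inactive read as strong as hits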
Target sequence (P35414 whole entry, looked up): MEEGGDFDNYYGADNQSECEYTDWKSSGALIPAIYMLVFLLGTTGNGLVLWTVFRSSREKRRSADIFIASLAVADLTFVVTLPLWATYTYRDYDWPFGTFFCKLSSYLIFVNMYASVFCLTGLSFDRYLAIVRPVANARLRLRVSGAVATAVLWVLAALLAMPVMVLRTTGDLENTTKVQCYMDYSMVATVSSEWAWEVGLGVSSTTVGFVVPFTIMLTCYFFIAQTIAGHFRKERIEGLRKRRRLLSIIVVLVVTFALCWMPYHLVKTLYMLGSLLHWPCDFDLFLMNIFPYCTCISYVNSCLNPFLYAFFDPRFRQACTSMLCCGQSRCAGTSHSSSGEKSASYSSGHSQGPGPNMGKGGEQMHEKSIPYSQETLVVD
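assay system = CHO-K1 APJ beta-arrestin complementation cell line | input = cell density 1000 per well | dosing = compound 20 µM once, DMSO 1% | timing = compound 90 min 25 °C, reagent 1 h | measured by = luminescence from split beta-galactosidase complementation, Galacton Star/Emerald II substrate | read-out basis = APJ agonist activity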
UPR XBP1 act: activators of adaptive arm of unfolded protein response (XBP1); CHO-XBP1 luciferase reporter, IRE1-XBP1 UPR activation, luminescence; percent of tunicamycin response, DMSO as zero; 330,000 tested, 0.33% active; activation, % at 20 µM;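 active = versus positive control, 20 µM dose yields 30% or more activation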;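 note: 100% = tunicamycin at 10 µg/mL and 0% = DMSO only wells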
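Assay system: CHO-XBP1 luciferase reporter cells; Schedule: 6 h treatment, 37 °C; Detection: glow luminescence from Steady-Glo reagent; Benchmarks: high control tunicamycin 10 µg/mL final, low control DMSO vehicle only.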
CCR6 antagonist: blocks CCL20-driven beta-arrestin recruitment at human CCR6; CHO-K1 CCR6 PathHunter beta-arrestin, luminescence, CCL20-stimulated; inhibition, % at 20 µM; 340,000 tested, 0.49% active; AID 493098;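 active = compounds whose inhibition of the agonist-driven luminescence signal at 20 µM reaches about 50%, limit read from the data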;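 note: cells stimulated with CCL20 at 14 nM final; plate controls were DMSO with CCL20 for no effect and DMSO without agonist for full effect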
Target sequence (P51684 whole entry, looked up): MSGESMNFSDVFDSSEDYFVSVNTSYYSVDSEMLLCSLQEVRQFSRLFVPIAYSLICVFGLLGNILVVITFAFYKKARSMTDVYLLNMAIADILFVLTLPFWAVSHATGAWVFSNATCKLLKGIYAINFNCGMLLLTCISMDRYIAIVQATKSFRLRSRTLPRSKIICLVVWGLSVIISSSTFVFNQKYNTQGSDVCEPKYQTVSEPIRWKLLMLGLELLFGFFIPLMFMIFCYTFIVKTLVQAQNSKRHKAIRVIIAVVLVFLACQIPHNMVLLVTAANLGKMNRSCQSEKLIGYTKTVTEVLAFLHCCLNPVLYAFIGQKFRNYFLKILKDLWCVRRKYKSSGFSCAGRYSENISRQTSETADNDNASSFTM
CXCR6 block: CXCR6 (human) receptor inhibition. inhibition, % at 20 µM. CHO-K1 PathHunter CXCR6 beta-arrestin, luminescence. O00574. AID 602244. 360,000 tested, 0.36% active; in the data active = inhibition above about 34%, passing the limit was not always enough;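 note: antagonist mode with CXCL16 agonist at 10 nM final; 0% = 10 nM CXCL16 with DMSO and 100% = unstimulated wells without agonist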
Target sequence (O00574 whole entry, looked up): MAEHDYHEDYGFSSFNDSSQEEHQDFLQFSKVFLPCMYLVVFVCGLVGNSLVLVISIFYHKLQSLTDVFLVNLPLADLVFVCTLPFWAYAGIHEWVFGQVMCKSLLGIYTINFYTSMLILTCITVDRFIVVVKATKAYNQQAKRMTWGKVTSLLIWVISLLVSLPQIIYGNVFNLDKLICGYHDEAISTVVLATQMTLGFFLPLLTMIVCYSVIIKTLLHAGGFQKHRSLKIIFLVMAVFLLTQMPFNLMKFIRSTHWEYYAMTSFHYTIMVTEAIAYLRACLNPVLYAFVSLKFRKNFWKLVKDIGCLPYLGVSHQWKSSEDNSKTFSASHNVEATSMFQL
EBI2 block: blocks human EBI2 receptor beta-arrestin signaling. P32249. EBI2 beta-arrestin recruitment, luminescence, 7a,25-OHC stimulated. AID 651636. inhibition, % at 5 µM. 360,000 tested, 0.81% active; in the data active = inhibition above about 38%;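 note: enzyme fragment complementation signal reports receptor beta-arrestin coupling in cells; 0% = agonist plus DMSO wells and 100% = wells without agonist; some results beyond the cut were filed as inactive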
tim23-1 inh: tim23-1 yeast growth inhibition | inhibition, % at 20 µM | 330,000 tested, 1.3% active | S. cerevisiae tim23-1 growth, BacTiter-Glo luminescence, 24 h;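 active = growth inhibition of the mutant yeast at or above 50%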;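 note: temperature-sensitive mutant grown at 25 °C; plate controls were DMSO-treated mutant yeast for no effect and medium wells lacking yeast for full effect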
Mdm2 MdmX PPI: inhibitors of human Mdm2/MdmX interaction; O15151+Q00987; SaOS-2 split-luciferase Mdm2/MdmX complementation, luminescence; inhibition, % at 8 µM; 330,000 tested, 3% active; AID 485346;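 active = inhibition of at least 50% at 8 µM in the primary screen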
APJ antagonist: APJ receptor antagonism. inhibition, % at 20 µM. P35414. CHO-K1 APJ beta-arrestin complementation, luminescence. 330,000 tested, 0.32% active;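 active = inhibition above about 40% at 20 µM, limit read from the data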;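 note: cells challenged with 10 nM apelin-13 agonist together with compound; plate controls were apelin-13 plus DMSO wells for no effect and DMSO wells lacking apelin-13 for full effect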
Starred values were filed as active, the others as inactive; x = no result given.

Values run as follows: UPR CHOP act | APJ ag | UPR XBP1 act | CCR6 antagonist | CXCR6 block | EBI2 block | tim23-1 inh | Mdm2 MdmX PPI | APJ antagonist
OC1(c2cccc(C(F)(F)F)c2)CCN(c2ccc(-c3ccccc3)nn2)CC1
→ 4.7 | 2 | -2 | -2 | 1 | -7 | 19 | -1 | 8
CC(=O)Nc1sc(C)c(C)c1C(=O)OCC(=O)NCc1ccccc1
→ -0.4 | -2 | -4 | 6 | -3 | -3 | 1 | 32 | 7
COc1ccc(OCC(O)CNC(=O)c2c(-c3ccccc3)noc2C)cc1 (stereo unspecified)
→ -0.1 | -3 | 2 | -6 | 8 | 2 | 13 | 9 | -9
COc1ccc(-c2cn(-c3ccc(Br)cc3)c3[n+]2CCS3)cc1
→ 1.1 | -2 | 1 | 8 | 0 | -8 | -3 | 33 | 14
CCCC(=O)NCCCc1nc2ccccc2n1C(C)C
→ 2.1 | 2 | 1 | 10 | 2 | -6 | 9 | 2 | -5
O=C(CSc1nnc(CNC(=O)c2cccc(C(F)(F)F)c2)o1)NCc1ccco1
→ 1.0 | 8 | -5 | 7 | -3 | 0 | 5 | -2 | -9
Cc1nc(-c2ccccc2)nc(Cl)c1Cl
→ 1.8 | -1 | -3 | -11 | 1 | -2 | 2 | -26 | -3
O=C1/C(=C/c2ccccn2)SC(=S)N1N1CCOCC1
→ 4.2 | -3 | -1 | 3 | -13 | -1 | 13 | 30 | 10
C=CCn1c(COc2ccccc2)nnc1SCC(=O)Nc1ccc2c(c1)OCCO2
→ 0.4 | -3 | -2 | 11 | 1 | -12 | 17 | 0 | -3
Cc1cc(C(F)F)n2nc(C(=O)Nc3cc(C)on3)nc2n1
→ -0.3 | 0 | -3 | -25 | 3 | 0 | 12 | 17 | 12
CCCNC(=O)c1onc(CSc2ccccc2)c1C(=O)NCCC
→ 0.5 | -4 | -1 | 12 | -1 | -30 | 12 | 3 | 23
CCc1oc2ccccc2c1C(=O)CCN1CCCCC1
→ -1.5 | 0 | -2 | 9 | -3 | 6 | 52* | 10 | -8
COc1ccc(-c2nnn3c2nc(NCc2ccccc2)c2ccccc23)cc1
→ 0.6 | -3 | 1 | 13 | 1 | 1 | -2 | 16 | 5
CCOc1ccccc1CN1CCN(CC2CC2)CC1CCO (stereo unspecified)
→ 3.0 | -5 | -2 | 2 | -1 | 6 | -14 | 13 | -2
Cc1ccc(C)c(N2CCN(C(=O)CN3C(=S)NC(C)(C)CC3C)CC2)c1 (stereo unspecified)
→ -0.5 | -2 | -2 | -6 | -5 | 5 | 12 | 21 | 1
COc1ccc(CCNC(=O)CCNS(=O)(=O)c2cccc(Cl)c2)cc1OC
→ -0.4 | -1 | 2 | 3 | 0 | 17 | 9 | 21 | -6
COc1ccccc1N1CCN(C(=O)c2ccc3[nH]c(C)c(C)c3c2)CC1
→ -2.4 | -2 | 1 | 10 | 3 | 76* | 46 | 51* | -14
O=C(O)CCn1cc(/C=N/O)c(-c2cccc([N+](=O)[O-])c2)n1
→ -1.3 | -3 | -6 | -3 | 4 | -1 | -4 | 18 | 20
C=CC[C@@H](Cc1ccc(F)cc1)C(=O)OC[C@H]1CCCN1C(=O)[C@@H](CC=C)CC(=O)N(CCO)Cc1ccccc1
→ 1.0 | -4 | 1 | 7 | 0 | 7 | 30 | 38 | 0
Cc1cc(NS(=O)(=O)c2ccc(C3CCCCC3)cc2)no1
→ -0.6 | -2 | 0 | -25 | -3 | 1 | 35 | 9 | 11
CCOc1ccc(-c2cc(C(=O)Nc3ccc4c(c3)OCCO4)c3ccccc3n2)cc1
→ -0.1 | -3 | -1 | 15 | 0 | 8 | 25 | 50* | -2
CCn1c(O)c(/C=C2\C=NN=C2c2ccccc2)sc1=S
→ 1.4 | 0 | -1 | 2 | 8 | -10 | 50* | 49 | 23
Cc1ccccc1C1=Nn2c(nnc2-c2ccco2)SC1
→ 1.6 | 1 | -4 | 7 | 7 | -8 | 20 | 11 | 11
COc1cc(/C=N/NC(=O)c2ccncc2)ccc1OCC(=O)Nc1ccccc1
→ 5.6 | 3 | 2 | -7 | 7 | 2 | 21 | 8 | -4
COc1ccc(CCNC(=O)CNS(=O)(=O)c2cccs2)cc1OC
→ -2.6 | 3 | 0 | 5 | 5 | 1 | -1 | 12 | 1
COc1ccc(S(=O)(=O)N2CCOc3ccccc32)cc1
→ -1.7 | -3 | 0 | 13 | 8 | -13 | 2 | 61* | 5
CCOC(=O)N1CCN(C(=O)CCNS(=O)(=O)c2ccc(C)c(C)c2)CC1
→ 1.8 | 0 | 0 | 6 | 4 | -6 | 16 | 18 | 13
Nc1nc(N)nc(-c2ccc(Cl)cc2)n1
→ 2.9 | 2 | 3 | -3 | 2 | -2 | -7 | -1 | -29
CC(C)(C)OC(=O)N1CCC(CC2CC(c3ccccc3)=NO2)(C(=O)NCc2ccccc2)CC1 (stereo unspecified)
→ -0.8 | 10 | -1 | 12 | 14 | -15 | 19 | -52 | -56
O=C(/C=C/c1ccco1)NCCCN1CCOCC1
→ -1.4 | -2 | -2 | 10 | 5 | 0 | -6 | 13 | 12

As a short view, 2 of the compounds above:
Values run as follows: UPR CHOP act | APJ ag | UPR XBP1 act | CCR6 antagonist | CXCR6 block | EBI2 block | tim23-1 inh | Mdm2 MdmX PPI | APJ antagonist
CC(C)(C)OC(=O)N1CCC(CC2CC(c3ccccc3)=NO2)(C(=O)NCc2ccccc2)CC1 (stereo unspecified)
→ -0.8 | 10 | -1 | 12 | 14 | -15 | 19 | -52 | -56
O=C(/C=C/c1ccco1)NCCCN1CCOCC1
→ -1.4 | -2 | -2 | 10 | 5 | 0 | -6 | 13 | 12

Continued:
Values run as follows: UPR CHOP act | APJ ag | UPR XBP1 act | CCR6 antagonist | CXCR6 block | EBI2 block | tim23-1 inh | Mdm2 MdmX PPI | APJ antagonist
CC1(C)CC(NC(=O)COc2cc3oc(=O)c4c(c3cc2Cl)CCC4)CC(C)(C)N1
→ -0.9 | -4 | 1 | 33 | 6 | 4 | 2 | 22 | 27
O=[N+]([O-])c1ccc(O)c(C=Nc2ccc3c(c2)OCO3)c1
→ -0.8 | -4 | -2 | 16 | 14 | 8 | 50 | -4 | 8
O=C(Nc1nc(-c2ccccc2)c(C(=O)c2ccccc2)s1)c1ccc(S(=O)(=O)N2CCCCC2)cc1
→ 0.0 | -1 | -2 | 19 | 6 | 10 | 22 | -1 | 9
CCOc1cccc(CN2CCC(CCC(=O)NC3CC3)CC2)c1O
→ -0.8 | 1 | -3 | 7 | -3 | 8 | 0 | -22 | 8
CC[C@]12c3[nH]c4ccc(OC)cc4c3CCN1C(=O)C(CC(=O)NCCCn1ccnc1)C[C@@H]2C(=O)N1CCN(C(=O)C2CC2)CC1 (stereo partly specified)
→ 2.0 | x | -1 | 20 | -8 | -5 | 30 | -6 | x
Cc1ccc(C(=O)OCC(=O)c2ccc(CC(=O)N3CCOCC3)s2)cc1C
→ 0.4 | -2 | 2 | 16 | -5 | -14 | 6 | -18 | 4
CCC1Sc2ccc(S(=O)(=O)CCC(=O)Nc3cccc(Br)c3)cc2NC1=O (stereo unspecified)
→ -1.4 | 1 | -5 | 5 | -9 | -3 | -7 | -12 | 13
COc1cc(OC)cc(C(=O)NCc2n[nH]c(=S)n2-c2ccccc2)c1
→ -1.2 | -1 | 2 | 18 | -5 | -5 | 3 | 11 | 8
COc1ccc(Cc2nc(C(=O)Nc3ccccc3)cs2)cc1
→ 0.5 | -2 | -1 | 3 | -1 | -5 | -4 | -96 | 5
O=C(CN(Cc1ccccc1)C(=O)c1ccc2c(c1)OCCO2)NCc1ccc2c(c1)OCO2
→ 0.5 | -4 | 1 | -1 | 0 | 15 | 9 | 8 | 14
O=C(NCc1cc(Br)cc(Br)c1OC(=O)c1ccccc1[N+](=O)[O-])c1ccccc1
→ 3.3 | 2 | -3 | 20 | -2 | -79 | 41 | 28 | -9
C=C(C)CN(CC)C(=O)CSc1nc(O)cc(=O)n1C1CCCC1
→ -0.3 | -2 | 2 | -10 | -11 | -6 | 14 | 14 | 1
O=C(OCn1nnc2ccccc2c1=O)C1COc2ccccc2O1 (stereo unspecified)
→ -2.3 | 4 | -4 | 8 | 0 | -2 | 29 | -24 | -4
FC(F)(F)c1nc(SCc2ccc(Cl)cc2Cl)n[nH]1
→ -0.5 | 0 | 0 | 0 | -3 | -2 | 36 | -16 | 1
N#CC1=C2SCN(Cc3ccco3)CN2C(=O)CC1c1cccc2ccccc12 (stereo unspecified)
→ 1.6 | 1 | 1 | 6 | -1 | 4 | 21 | -16 | -13
COc1ccc(Cl)cc1S(=O)(=O)NC1CC(C)(C)NC(C)(C)C1
→ 0.7 | -2 | 1 | 0 | 6 | 0 | 9 | 23 | 4
CCOc1ccc(NC(=S)NCc2ccc3[nH]c(C)cc3c2)cc1
→ 2.5 | 4 | -4 | 3 | 9 | 6 | 31 | 11 | -29
COCC(C)NC(=O)CSc1nc2ccccc2c(=O)n1CCc1ccc(S(N)(=O)=O)cc1 (stereo unspecified)
→ 1.5 | 8 | -2 | 6 | 4 | -7 | -11 | 14 | -59
CCCCCn1nc(C(=O)N(CCOC)c2c(N)n(CCCC)c(=O)[nH]c2=O)c2ccccc2c1=O
→ 2.6 | -2 | -2 | 2 | -1 | 10 | 4 | -28 | -63
Cc1c(NC(=O)C(C)OC(=O)c2ccc(NC(=O)CC#N)cc2)c(=O)n(-c2ccccc2)n1C (stereo unspecified)
→ 2.2 | -3 | -2 | 6 | 2 | 0 | 8 | 20 | 8
CN(Cc1ccccc1)S(=O)(=O)c1csc(C(N)=O)c1
→ 1.5 | 6 | -3 | -6 | -2 | -3 | -4 | 8 | 13
Cc1nnc(NC(=O)c2ccccc2F)s1
→ 3.8 | -1 | 0 | 4 | 1 | 4 | 0 | 5 | 21
COc1ccc(C(CNC(=O)CCNS(=O)(=O)c2ccc(Br)cc2)N2CCCC2)cc1 (stereo unspecified)
→ 0.1 | -2 | -1 | 3 | -2 | 2 | 13 | 21 | 26
Cc1[nH]c2ccccc2c1C(=O)CN1CCN(c2ccc(Cl)cc2)CC1
→ 0.0 | 0 | -2 | 1 | 4 | 2 | 8 | -2 | -7
CC(=O)Nc1nnc(CCS(=O)(=O)c2ccc(C)c(C)c2)s1
→ -1.0 | -5 | -3 | 11 | 2 | -8 | 19 | 14 | 15
O=C(CSc1nc2ccccc2[nH]1)Nc1ccccc1F
→ -1.1 | -3 | 0 | 2 | 0 | 0 | 44 | 9 | -7
O=C(Nc1ccc2c(c1)OCO2)C1CCCN(S(=O)(=O)Cc2ccccc2)C1 (stereo unspecified)
→ -2.4 | 2 | -3 | 1 | 3 | 4 | -3 | 13 | 18
Nc1cc2c(cc1C(=O)c1ccccc1F)OCCO2
→ -2.4 | -4 | 0 | 4 | 4 | -5 | 17 | 34 | 12
CCOc1ccc(CN(C)CC(=O)Nc2ccc3c(c2)CCC3)cc1OC
→ 0.8 | -3 | -2 | 12 | 0 | 4 | 23 | 2 | 4
O=c1cc(CSc2nnc(Nc3ccccc3)s2)nc2sccn12
→ -0.1 | 2 | 4 | 6 | -6 | -1 | -1 | 5 | 6

Screening data from PubChem.

This is a subset. The share of hits here may be higher or lower than overall.
